PV pol inh – poliovirus RNA polymerase inhibition; P03300; poliovirus polymerase elongation, fluorescence polarization; active compounds read low; % elongation, % (compound at 16.7 µg/mL); 150,000 compounds, 0.66% hits; AID 588519; in the data active = % elongation below about 90%; note: some results filed as inactive read as strong as hits
Target sequence (P03300 1749-2209 limits assumed): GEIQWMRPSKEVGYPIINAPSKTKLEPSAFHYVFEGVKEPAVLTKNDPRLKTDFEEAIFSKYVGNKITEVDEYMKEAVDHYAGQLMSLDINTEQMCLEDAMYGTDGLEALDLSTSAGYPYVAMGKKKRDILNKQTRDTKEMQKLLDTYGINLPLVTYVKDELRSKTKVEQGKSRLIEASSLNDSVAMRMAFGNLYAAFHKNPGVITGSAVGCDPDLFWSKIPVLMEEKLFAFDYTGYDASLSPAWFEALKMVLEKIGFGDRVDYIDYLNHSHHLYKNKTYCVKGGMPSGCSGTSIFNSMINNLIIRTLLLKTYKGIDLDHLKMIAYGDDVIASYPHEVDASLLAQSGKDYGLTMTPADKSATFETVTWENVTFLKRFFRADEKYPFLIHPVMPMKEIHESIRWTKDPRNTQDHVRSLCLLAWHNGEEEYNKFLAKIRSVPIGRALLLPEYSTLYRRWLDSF
PV pol inh FP z-score – recorded beside PV pol inh, whose call it bears; z-score; measured here: FP z-score; hits read low
* marks the source's active call; other numbers are inactive results; & = joins results of further samples; ! = a repeat was not active. Not all compounds are listed. The share of hits here may be higher or lower than overall.

SMILES	PV pol inh	PV pol inh FP z-score
O=C1Nc2ccccc2N(O)N1c1ccc(O)cc1	106	1.5
CC(C)c1ccc(C(C)NC(=O)C2=COCCO2)cc1 (stereo not given)	98	-0.3
CC(C)CNC(=O)C1CCCCC1C(=O)O (stereo not given)	106	0.2
OC1(C2(O)CC(c3ccccc3)NO2)CCCCC1 (stereo not given)	103	-0.2
CCN(CC)C(=O)/C=C\c1cn(-c2ccccc2)nc1-c1ccc(OC)cc1	100	-0.3
COC(=O)c1ccc(OCC2c3cc(OC)c(OC)cc3CCN2C(=O)Cc2ccc(OC)cc2)cc1 (stereo not given)	110	0.6
COc1ccc(OC)c(NC(=O)c2cc(CN3CCCC3)on2)c1	100	-1.5
O=C(NC1CCCCC1)c1ccccc1F	99	-1.1
COC(=O)C1=CN(Cc2ccc3c(c2)OCO3)C=C(C(=O)OC)C1c1ccc2c(c1)OCO2	101	0.1
CCn1c(C)nnc1SCc1cccc(Cl)c1	104	0.9
N#Cc1cccnc1NNC(=O)CCC(=O)O	103	0.6
CN(C(=O)c1ccccc1)c1ccc(C(O)(C(F)(F)F)C(F)(F)F)cc1	104	0.8
CCn1cc(C(=O)NCCc2ccccc2)c(=O)c2cc(S(=O)(=O)N3CCC(C)CC3)ccc21	102	0.3
Cc1ccc(/C=C2\C(=O)Nc3ccc(Br)cc32)o1	104	0.4
CN1CCN(S(=O)(=O)c2ccc(Oc3ccc(Oc4ccccc4)cc3)nc2)CC1	100	-0.2

Individual results from the results shown:
OC1(C2(O)CC(c3ccccc3)NO2)CCCCC1 (stereo not given) @ PV pol inh: 103
COC(=O)C1=CN(Cc2ccc3c(c2)OCO3)C=C(C(=O)OC)C1c1ccc2c(c1)OCO2 @ PV pol inh FP z-score: 0.1

(cont.)
SMILES	PV pol inh	PV pol inh FP z-score
c1coc(C2Nc3cccc4cccc(c34)N2)c1	100	-0.3
O=C(CCSc1ccc(Cl)cc1)NCc1ccncc1	107	0.5
CCCNC(=O)c1cc(CCC)on1	102	0.1
O=C(NCCn1cc(SCc2ccc(F)cc2)c2ccccc21)c1c(F)cccc1F	111	1.8
FC(F)(F)c1cccc(-c2ccc(-c3csnn3)o2)c1	103	0
CCCN1C(C(=O)c2ccccc2)=C(OC(=O)COc2ccccc2)c2ccccc2S1(=O)=O	102	-1
CCC(C)NC(=O)C1CCN(S(=O)(=O)CC)CC1 (stereo not given)	105	1.9
CC(=O)Nc1ncnc2sc3c(c12)CCCC3	101	-0.6
O=C(CN1C(=O)CSC1=O)CN1C(=O)CSC1=O	102	0.3
COc1ccc(C(=O)Nc2cccc3nsnc23)cc1OC	102	-0.1
CCSc1nnc(CNc2ccc(F)cc2)n1CC1CCCO1 (stereo not given)	102	0.2
CCCc1nc2ccc(NC(C)=O)cc2[nH]1	102	0
O=C1CCC(C(=O)OC(C(=O)Nc2ccc(Cl)c(C(F)(F)F)c2)c2ccccc2)N1 (stereo not given)	102	0
CCOC(=O)c1ccc(-n2c(C)cc(/C=N/O)c2C)cc1	101	0
O=C(N/N=C/c1cccnc1)c1ccc(CN2CCOCC2)cc1	102	0.9

Single records, as listed above.
`O=C(CCSc1ccc(Cl)cc1)NCc1ccncc1` is entered as PV pol inh: 107; PV pol inh FP z-score: 0.5
`O=C(CN1C(=O)CSC1=O)CN1C(=O)CSC1=O` is entered as PV pol inh: 102; PV pol inh FP z-score: 0.3

Following part
SMILES	PV pol inh	PV pol inh FP z-score
COc1cc(/C=C(\C#N)C(=O)NCc2cccnc2)ccc1O	100	-0.3
CC(C)(C)C(=O)Nc1ccc(-c2cc3cc(Cl)ccc3o2)cc1	103	-0.1
COc1ccc(-c2nc(CCNC(=O)c3cccs3)cs2)cc1OC	112	1.2
Cc1cccc(C)c1Nc1c(-c2ccsc2)nc2cccc(C)n12	104	-0.2
Cc1cc(C)cc(NC(=O)/C=C\C(=O)O)c1	99	-0.4
Cc1ccc2c(c1)Cc1c(nc(-c3ccc(F)cc3)nc1SCC(=O)N1CCCCC1)O2	100	-1.2
Nc1nc2n(n1)C(c1cccs1)CC(c1ccc(Cl)cc1Cl)N2 (stereo not given)	99	-0.7
CCOc1ccc(NC(=O)Cn2c(=O)n(CC3CCC(C(=O)NCCc4ccccc4)CC3)c(=O)c3ccccc32)cc1 (stereo not given)	109	0.3
O=C(c1ccccc1)n1nc(-c2ccccc2)nc1NCc1ccc(F)cc1	102	-0.4
COc1ccc(CCNC(=O)C2CCN(c3ccc(N4CCOCC4)nn3)CC2)c(OC)c1	106	1.7
COc1cc2nc(NCCC(C)C)n3nc(-c4ccccc4)nc3c2cc1OC	100	-1.4
NCc1csc(-c2ccccc2)n1	102	0.1
C[N+]1(C)C2CCC1CC(OC(=O)C(CO)c1ccccc1)C2 (stereo not given)	104&100	0.9&0
O=C(/C=C/N1CCOCC1)c1ccc(Cl)cc1	102	0.1
CCCC(=O)Nc1ccc(NC(=O)c2sc3ccccc3c2Cl)cc1	109	0.4
Cc1ccc(NC(=O)CSc2nc3ccccc3c(=O)n2CCC(=O)NC2CCCCC2)cc1C	113	1.6
COCCNC(=O)CN1C(=O)COc2ccccc21	101	0
CCOc1ccc(CCNc2nc3c(-c4ccc(C)cc4)nnn3c3ccccc23)cc1OCC	105	0.1
CC(C)NCC(O)COc1cccc2ccccc12 (stereo not given)	100*!	0*!
CCOC(=O)N1CCC(NC(=O)Cc2cn(C)c3ccccc23)CC1	100	-0.1
Cc1nn(CCC#N)c(C)c1Oc1ccccc1O	99	-0.7
O=C(CSc1nnc2scc(-c3ccc(Cl)cc3)n12)c1ccc2c(c1)OCO2	100	-0.5
CC(=O)Oc1c(C)cc(C)c2ccc(C)nc12	98	-0.4
CC(C(=O)Nc1ccc(S(N)(=O)=O)cc1)N(C)Cc1ccccc1F (stereo not given)	104	0.1
CNC(=O)COC(=O)c1cccn1C	99	-0.7
O=C(NCC1CCCO1)N1CCOCC1 (stereo not given)	101	-0.2
CCN(CC)S(=O)(=O)c1ccc(-c2csc(=Nc3ccc(C)cc3)n2C)cc1	100	-0.3
O=C(C1CCN(S(=O)(=O)c2ccc3nc(-c4ccccc4)[nH]c3c2)CC1)N1CCCCC1	103	0.5
Cc1ccc(C)c(S(=O)(=O)N/N=C/c2ccc3c(c2)OCO3)c1	104	-0.2
CCOC(=O)C1CCCN(C(=O)c2ccc(CS(=O)(=O)Cc3ccccc3C)o2)C1 (stereo not given)	102	0.4
Cc1cc(-n2c(/C=C/c3cccs3)nc3ccccc3c2=O)ccc1Br	107	-0.1
Cc1cc(/C=C2\NC(=O)NC2=O)c(C)n1-c1cccnc1	103	0.3
O=C(NC1CCS(=O)(=O)C1)C1CCN(c2nccc(C(F)(F)F)n2)CC1 (stereo not given)	98	-1
O=c1sc(N2CCN(c3ccccc3F)CC2)nc2ccsc12	101	0.2
CCc1nnc(NC(=O)c2nc(SCc3cccc(C)c3)ncc2Cl)s1	102	-1.1
C1=CC2/C(=N\Nc3ccccn3)CC2C1 (stereo not given)	113	1.4
CSc1ncc(C(=O)N2CCN(c3cc(Cl)ccc3C)CC2)c(C)n1	107	0.1
Cc1cccc(CNC(=O)CN2C(=O)CCCc3ccccc32)c1	105	-0.1
Cc1nn(CCCC(=O)N2CCCC2)c(=O)c2c1sc1ccccc12	101	-0.5
CC(C)OC(=O)CSc1nnc(-c2ccccc2)o1	101	-0.2
CCOC(=O)c1ccc(NC(=O)C(CC)Sc2nnc3c4ccccc4n(C)c3n2)cc1 (stereo not given)	107	0.4
CC(C)NC(=O)CC(c1cccs1)N1Cc2ccccc2C1=O (stereo not given)	104	0.8
O=C(Cc1ccccc1)Nc1ccccc1F	100	0.1
O=C(COC(=O)c1n[nH]c2ccccc12)NC1CC1	103	0.7
Cc1ccc(C2C(C(=O)/C=C/c3ccccc3)=C(O)C(=O)N2CCO)cc1 (stereo not given)	102	-0.1
O=C(Nc1ccccc1C(F)(F)F)c1noc2c1CCCCC2	106	0.4
Cc1cc2cc(CNC(=S)Nc3cccc(C)c3C)ccc2[nH]1	102	0.2
COC(=O)c1ccc(NC(=O)N2CCC(CN3CCc4ccccc4C3)CC2)cc1	102	-1.1
CC(C)(C)C1CCc2onc(C(=O)Nc3sc4c(c3C(N)=O)CCCC4)c2C1 (stereo not given)	79*	-3.8*
N#Cc1ccc(-c2ccncn2)cc1	101	0
CN(C(=O)CSc1ccc(F)cc1)C1(C#N)CCCCC1	104	0.4
Cc1oc(-c2cccs2)nc1CSc1nc2ccncc2[nH]1	100	-0.3
O=c1c2c3n(nnc-2nn1-c1ccccc1)CCC3	106	0.4
Cc1ccc(CNC(=O)c2cnn3c(C)c(Cc4c(F)cccc4Cl)c(C)nc23)cc1	111	0.5
COc1ccccc1C(=O)Nc1cccc(C(=O)OCc2cc(=O)n3nc(C4CC4)sc3n2)c1	110	0.9
O=C(Nc1ccc(F)c(Cl)c1)C1CCN(S(=O)(=O)c2ccc3[nH]c(=O)ccc3c2)CC1	110	0.6
CCCN1CNC(=S)N(c2cc(C)ccc2C)C1	103	0.5
Cc1cc(C)cc(C(=O)Nc2nnc3n2CCS3)c1	107	-0.1
Brc1cccc(-c2nnn3c2nc(NC2CCCCC2)c2ccccc23)c1	106	0.7
CC(C)OP(=O)(c1ccccc1)c1ccccc1	100	0.2

Reformatted with values under each structure: 2 of the compounds above
Order of results – PV pol inh | PV pol inh FP z-score
CCCN1C(C(=O)c2ccccc2)=C(OC(=O)COc2ccccc2)c2ccccc2S1(=O)=O
→ 102 | -1
CCC(C)NC(=O)C1CCN(S(=O)(=O)CC)CC1 (stereo not given)
→ 105 | 1.9

Other compounds:
SMILES	PV pol inh	PV pol inh FP z-score
COc1ccc(OC)c(NC(=O)c2cnn(-c3ccc(C)cc3)c2C2CCNCC2)c1	101	-0.3
Cc1ccc(CSCCC(=O)NC2CCCC(C)C2C)cc1 (stereo not given)	104	1.3
COC(=O)c1c(C)oc2ccc(N(C(C)=O)S(=O)(=O)c3ccc(OC)cc3)cc12	106	-0.1
COc1ccc(CCC(=O)NC2CC(=O)N(c3ccc(C)c(C)c3)C2)cc1 (stereo not given)	106	-0.3
c1ccc(CN2CCN(c3nc(N4CCOCC4)c4ccccc4n3)CC2)cc1	101	0
CC1CCN(C(=S)NCCc2ccccc2)CC1	103	0.2
CC(Sc1nnnn1C)C(=O)Nc1ccccc1 (stereo not given)	103	0.1
COc1ccc(S(=O)(=O)Cc2ccc(C(=O)N3CCOCC3)o2)cc1	100	-0.8
O=C(O)c1ccc(Br)cn1	102	0.1
COc1ccc(N2C(=NC(C)=O)SC3CS(=O)(=O)CC32)cc1 (stereo not given)	100	-0.7
c1ccc(CN2CCC(NCc3nnc(-c4ccccc4)o3)CC2)cc1	102	-0.1

An excerpt of these results, with two lines to a compound.
Each structure is followed by: PV pol inh	PV pol inh FP z-score
COc1ccc(N2C(=NC(C)=O)SC3CS(=O)(=O)CC32)cc1 (stereo not given)
    100	-0.7
c1ccc(CN2CCC(NCc3nnc(-c4ccccc4)o3)CC2)cc1
    102	-0.1
CC(Sc1nnnn1C)C(=O)Nc1ccccc1 (stereo not given)
    103	0.1

From PubChem BioAssay
